Bioassay records as filed in PubChem.
EPAC2 ag: activates human EPAC2 exchange factor | Q8WZA2 | EPAC2 activation, biochemical qHTS; response scale: 100% = 6.5 mM cAMP response | Potency, µM (highest dose often 154 µM), without a hit: at the highest dose activation, usual class: activators | actives 0.079% (n = 360,000); also: potency is read from the fitted curve at half-maximal effect; nearly all actives have a fitted effect of over 50% in size
Target sequence (Q8WZA2 whole entry, looked up): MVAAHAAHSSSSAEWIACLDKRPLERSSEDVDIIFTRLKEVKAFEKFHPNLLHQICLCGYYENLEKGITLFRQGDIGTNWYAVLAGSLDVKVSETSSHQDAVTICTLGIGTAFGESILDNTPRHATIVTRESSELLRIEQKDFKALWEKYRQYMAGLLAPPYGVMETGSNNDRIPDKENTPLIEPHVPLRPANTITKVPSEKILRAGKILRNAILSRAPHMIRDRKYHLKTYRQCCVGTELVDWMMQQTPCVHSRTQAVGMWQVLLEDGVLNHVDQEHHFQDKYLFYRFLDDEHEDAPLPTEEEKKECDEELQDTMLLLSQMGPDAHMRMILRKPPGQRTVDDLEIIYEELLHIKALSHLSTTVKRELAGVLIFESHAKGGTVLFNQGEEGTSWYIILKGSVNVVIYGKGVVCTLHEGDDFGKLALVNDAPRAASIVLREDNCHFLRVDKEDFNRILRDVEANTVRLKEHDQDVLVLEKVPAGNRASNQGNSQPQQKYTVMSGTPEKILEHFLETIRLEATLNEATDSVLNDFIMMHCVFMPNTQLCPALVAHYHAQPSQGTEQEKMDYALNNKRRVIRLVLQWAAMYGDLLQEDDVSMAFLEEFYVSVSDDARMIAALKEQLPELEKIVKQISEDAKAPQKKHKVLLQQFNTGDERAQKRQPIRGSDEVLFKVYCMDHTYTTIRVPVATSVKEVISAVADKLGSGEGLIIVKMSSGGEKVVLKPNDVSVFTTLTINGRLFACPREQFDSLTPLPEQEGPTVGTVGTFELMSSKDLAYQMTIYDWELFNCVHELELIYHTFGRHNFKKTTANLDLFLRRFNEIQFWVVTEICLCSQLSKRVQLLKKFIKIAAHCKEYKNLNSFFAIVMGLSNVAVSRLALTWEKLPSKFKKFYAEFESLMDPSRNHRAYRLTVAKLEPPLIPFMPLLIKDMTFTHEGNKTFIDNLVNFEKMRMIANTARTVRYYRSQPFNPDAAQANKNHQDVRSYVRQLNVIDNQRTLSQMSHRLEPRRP
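Nucleotide exchange monitored as fluorescence drop when BODIPY-GDP leaves Rap1B. Reaction: 100 nM EPAC2, 250 nM RAP1B-BODIPY-GDP, 50 uM GDP, room temperature, kinetic read over 30 min. Activity expressed relative to 6.5 mM cAMP.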
Akt phos inh: blocks phosphorylation of Akt; Neuro2A IGF-stimulated pAkt S473 HTRF, 20 min; hits give low values; activity change, % for hits at 50 µM; actives 0.32% (n = 360,000); AID 651550; in the data active = activity change below about -80%; inconclusive = mostly about -51% to -80%; also: % is scaled to controls: 0 for no effect and ±100 for the full control effect
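Neuro2A cells in DMEM with 0.5% FBS, overnight at 37 deg C, given compound at single 50 µM final, then IGF (6 nM final) for 20 min at 37 deg C. Lysed; phospho-Akt Ser473 by HTRF after 24 h, 665/615 ratio.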
TGFb SMAD3 inh: inhibitors of TGF-b signaling; HepG2 CAGA-GFP TGF-b/SMAD3 reporter, GFP fluorescence, 18 h; TGF-beta stimulated, 500 pg/mL final; Potency, µM (highest dose often 46.1 µM), inactives show at the top dose activity, negative = inhibition, hits mostly inhibitors; actives 1.2% (n = 410,000); also: potency is read from the fitted curve at half-maximal effect; % is scaled to controls: 0 for no effect and ±100 for the full control effect; nearly all actives have a fitted effect of over 65% in size
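Read-out: total well GFP (ex488/em500-530) summed from mean per-cell fluorescence. Cells: HEPG2 CAGA-GFP, 1% FBS DMEM, 18 h at 37 degrees C with 500 pg/mL final TGF-beta. Unstimulated wells served as the full-inhibition control; stimulated DMSO wells = 0%.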
Nrf2 inh: inhibitors of Nrf2 signaling; AID 504444; Potency, µM (doses to about 46 µM), for the others: at the highest dose activity change, negative = inhibition, actives largely listed as inhibitors; A549 ARE-Fluc reporter, luciferase luminescence, 18-24 h; actives 2.1% (n = 360,000); also: potency is read from the fitted curve at half-maximal effect; % is scaled to controls: 0 for no effect and ±100 for the full control effect; nearly all actives have a fitted effect of over 60% in size
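In this cell-based qHTS, ARE-driven firefly luciferase in A549 cells reports Nrf2 activity; the luminescent signal after BugLite lysis is the measured value, with a prior CellTiter-Fluor read for cell health.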
CCT chaperon mod: cytosolic chaperonin activity modulation | purified chaperonin ATPase assay, HTRF ADP detection, 30 min | activity change, % (test concentration not listed), hits read low | actives 0.3% (n = 360,000); in the data active = activity change below about -30%; also: % is scaled to controls: 0 for no effect and ±100 for the full control effect
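Nucleotide hydrolysis assay: TRiC at 20–40 nM final (set by batch activity) with 10 uM ATP, 30 min at 37 °C, in presence of 76 uM compound. Detection by competitive ADP HTRF, 30 min ambient.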
MmCpn inh: inhibitors of Methanococcus maripaludis chaperonin (MmCpn); purified Mm-Cpn ATPase, ADP Transcreener TR-FRET; Potency, µM (top dose mostly 76.9 µM), inactives show at the highest dose activity, negative = inhibition, most hits filed as inhibitors; actives 0.031% (n = 330,000); AID 504842; also: potency is read from the fitted curve at half-maximal effect; % is scaled to controls: 0 for no effect and ±100 for the full control effect; nearly all actives have a fitted effect of over 80% in size
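Purified archaeal Mm-CPN (25nM final) preincubated 10 min at 37degC with compound, then 10uM ATP for 30 min at 37degC; ADP measured by HTRF Transcreener TR-FRET; buffer 30 mM TRIS pH 7.4, 100mM KCl, 5mM MgCl2, 1mM DTT.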
Nrf2 ARE act: activates Nrf2 signaling. actives 0.31% (n = 410,000). AID 624171. AREc32 ARE-luciferase reporter (MCF7-derived line), luminescence, 24 h. Potency, µM (top dose mostly 46.1 µM), for inactives: top-dose activation, actives largely listed as activators; also: potency is read from the fitted curve at half-maximal effect; % of control where 0% means no effect; nearly all actives have a fitted effect of over 65% in size
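Nrf2 activation is followed as ARE-luciferase induction in the AREc32 line after one day of compound treatment; luminescence is read with Steady-Glo.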
EPAC2 antagonist: blocks human EPAC2 exchange factor; Q8WZA2; AID 720708; EPAC2 GEF exchange of Rap1B-BODIPY-GDP, fluorescence; Potency, µM (top dose mostly 114 µM), for inactives: at the top dose activity, negative = inhibition, usual class: inhibitors; actives 0.18% (n = 360,000); also: potency is read from the fitted curve at half-maximal effect; % is scaled to controls: 0 for no effect and ±100 for the full control effect; nearly all actives have a fitted effect of over 45% in size; many of its hits are not listed in these tables
A549 viability: counter-screen for Nrf2 inhibitors: cytotoxicity in A549 cells | actives 0.16% (n = 390,000) | Potency, µM (doses to about 46 µM), for inactives: top-dose activity change, negative = cytotoxicity, most hits filed as inhibitors | A549 ARE-Fluc cells, CellTiter-Fluor viability, 18-24 h; also: potency is read from the fitted curve at half-maximal effect; % is scaled to controls: 0 for no effect and ±100 for the full control effect
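A549 ARE_Fluc cells in 5% FBS OPTI-MEM were exposed to compounds in concentration-response for 18-24 h at 37 deg C. Viability was read by CellTiter-Fluor fluorescence (Ex 405/Em 525) after 30 min, before the luciferase read.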
Active calls of the source: *; i = inactive; ? = inconclusive; / = not tested or not shown; & = joins results of further samples; [ ] = dose if it differs, or a comment. Unless noted, calls follow the shape of the dose curve; as a rule, active = well fitted curve in the direction sought with a large enough effect; inconclusive = small, poorly fitted or top-dose-only effect, or another doubt; inactive = no such curve, though single readings can be large; an effect the other way counts as inactive or inconclusive. An excerpt (hit frequency here may not be typical).

SMILES	EPAC2 ag	Akt phos inh	TGFb SMAD3 inh	Nrf2 inh	CCT chaperon mod	MmCpn inh	Nrf2 ARE act	EPAC2 antagonist	A549 viability
CC1=C(C(=O)N(C)C)CC(CC(=O)NCc2cccc3ccccc23)C(=O)N1Cc1ccc(F)cc1 (stereo not given)	6.8%	i	-5.8%	/	-1.0	/	0.5%	6.4%	/
COc1ccccc1N1CCN(C(=O)c2cn(Cc3ccccc3)nc2-c2cccnc2)CC1	-0.1%	i	6.2%	6.8%	-7.4	1.8%	-0.7%	4.8%	7.4%
CCC(NC(=O)C1CCCO1)c1ccccc1 (stereo not given)	0.0%	i	1.5%	6.7%	0.4	-2.3%	-0.1%	19.4%	1.6%
C#Cc1cccc(C(=O)N2CCCC(C(=O)c3ccc(OC)cc3C)C2)c1 (stereo not given)	-6.4%	i	-22.7%	0.1%	0.4	0.5%	0.3%	3.2%	-4.0%
CCC(Cc1ccccc1)NC(=O)c1cc(S(=O)(=O)N2CCCCC2)c[nH]1 (stereo not given)	5.1%	i	3.0%	0.4%	-0.1	-2.4%	-1.1%	7.4%	-1.4%
CC(Sc1ccc(S(=O)(=O)N(C)C)cn1)C(=O)NC1CCCC1 (stereo not given)	8.5%	i	-2.6%	-5.3%	0.2	0.8%	0.2%	-1.1%	8.0%
O=C(CCNS(=O)(=O)c1ccccc1)NCC1CCCCC1	-3.1%	i	-8.5%	2.2%	0.3	1.5%	-0.7%	3.0%	1.0%
CN(CCOc1ccccc1)CC(=O)Nc1ccc(Cl)cc1[N+](=O)[O-]	6.7%	i	-22.1%	?	1.9	-1.9%	-0.1%	-2.3%	5.7%
O=C(c1cc(C2CC2)nn1-c1ccccc1)N1CCN(Cc2ccccc2)CC1	-0.8%	i	-7.2%	/	0.5	/	-2.0%	-7.1%	/
Cc1ccc(S(=O)(=O)N2CCN(C(=O)CSC3CCCC3)CC2)c(C)c1	11.6%	i	-4.6%	25.9µM*	-2.8	-3.0%	-0.6%	-0.6%	-12.0%
Cc1ccc(-n2nc3ccc(NC(=O)c4oc5ccc(C)cc5c4C)cc3n2)cc1	/	/	-4.5%	15.7%	/	/	-0.6%	/	-2.0%
CCOC(=O)C1CCCN(C(=O)Nc2ccccc2)C1 (stereo not given)	10.5%	i	22.1%	4.1%	-1.6	1.6%	-0.1%	-3.3%	-2.9%
O=C(CSc1nnnn1-c1ccccc1)c1ccc(O)cc1O	-0.9%	i	?	-3.6%	-0.7	0.3%	-0.3%	3.4%	-11.2%
CC1CCN(S(=O)(=O)c2ccc(NC(=O)CCN3C(=O)c4ccccc4C3=O)cc2)CC1	2.4%	i	?	-1.4%	-3.3	1.7%	-0.3%	-6.5%	-5.0%
COc1ccccc1NC(=O)Nc1nc2ccc(S(N)(=O)=O)cc2s1	8.7%	i	-2.4%	?	-3.1	-21.4%	0.5%	1.7%	6.2%
Cc1ccccc1C(=O)Nc1ccc(N2CCN(C)CC2)nc1	2.7%	i	-0.1%	12.0%	-2.3	5.7%	0.5%	-2.4%	7.6%
COc1cc(C=O)ccc1OCC(=O)N1CCCC1	3.6%	i	-3.8%	1.1%	0.0	-1.2%	0.1%	4.5%	8.1%
C#CCOCCOCCOCCNc1nc(N2CCN(C(=O)[C@H](CCCCN)n3cc([C@@H](N)CC(C)C)nn3)CC2)nc(N2CCN(C(=O)[C@H](Cc3cc4ccccc4[nH]3)n3cc([C@@H](N)Cc4ccc(O)cc4)nn3)CC2)n1	-3.2%	i	-12.3%	-2.1%	-1.1	/	0.2%	8.2%	-11.0%
COc1ccccc1NC(=O)c1ccccc1NC(=O)c1ccccc1	/	/	-25.5%	11.1%	/	/	-0.8%	/	-3.3%
CN(Cc1ccccc1)C(=O)c1ccccc1N(C)S(=O)(=O)c1ccccc1	11.7%	i	1.0%	-10.3%	1.0	1.4%	-0.3%	-5.6%	-1.5%
Cn1c(SCc2nnc(-c3ccccc3)o2)nc2ccccc21	9.8%	i	-2.4%	-3.2%	-0.8	-0.3%	0.9%	1.3%	4.8%
CN(C)/C=N/C(=S)Nc1ccccc1Cl	6.2%	i	10.7%	?	-3.2	-1.3%	2.5%	-3.4%	-4.6%
Cc1ccc(C(=O)NNC(=O)c2cc3cc4ccccc4nc3s2)cc1	7.0%	i	?	?	-6.2	-3.8%	6.0%	-4.4%	-14.2%
CCOc1ccc(NC(=O)CSc2n[nH]c(N)n2)c([N+](=O)[O-])c1	3.5%	i	19.4%	2.1%	-0.8	1.5%	0.2%	6.5%	-0.9%
Cc1cc([N+](=O)[O-])c(C(C)(C)C)cc1N	-5.4%	i	16.1%	/	-0.4	1.5%	0.2%	-7.3%	5.9%
CCCN1CNC(=S)N(c2cccc(C)c2C)C1	-4.4%	i	-7.2%	2.1%	-3.3	3.7%	-0.3%	13.2%	-6.5%
Cc1ccc(-c2cc(C(F)(F)F)n3ncc(-c4ccc(Cl)cc4)c3n2)cc1	/	/	6.6%	0.9%	/	/	1.1%	/	-4.4%
CN(c1ccc(OCC(=O)OCC(=O)Nc2ccc([N+](=O)[O-])cc2)cc1)S(=O)(=O)c1cccs1	3.9%	i	-4.2%	1.3%	0.1	/	-0.1%	-4.0%	-1.8%
Cn1c(-c2ccccc2)cc(=O)c2ccccc21	5.9%	i	-21.1%	8.6%	1.3	1.2%	-0.1%	8.5%	2.4%
CCOC(=O)CCSCC(=O)Nc1nnc(C)s1	12.0%	i	2.1%	8.3%	-2.5	0.1%	0.2%	-0.9%	9.2%
COc1ccc(S(=O)(=O)Nc2ccccc2N2CCOCC2)cc1OC	-8.0%	i	1.7%	0.3%	0.5	1.1%	2.2%	-5.3%	10.0%
COCCN1C(=O)C(O)=C(C(=O)c2cccs2)C1c1ccccc1 (stereo not given)	3.8%	i	31.2%[activator]	12.0%	1.2	-9.7%	0.2%	17.9%	-5.2%
O=C(CNc1ccc2ccccc2c1)N/N=C/c1ccc(C(=O)O)cc1	4.4%	i	-5.1%	27.2%	0.4	0.2%	4.8%	-9.2%	10.8%
CCCCN(CCCC)C(=O)C1CC=CCC1C(=O)O (stereo not given)	1.2%	i	?	?	-5.8	-2.1%	-0.6%	-1.7%	-5.8%
Cc1ccc(OCCSc2nc3ccc(NC(=O)c4cccs4)cc3s2)cc1	/	/	0.0%	19.4%	/	/	-0.6%	/	2.6%
O=C(Nc1ccc2c(c1)OCO2)O[C@@H]1C[C@H]2CCC(=O)N3CC[C@@H](C1)[C@@H]23	7.6%	i	24.0%&-5.1%	-8.8%	-2.5	1.4%	0.2%	4.2%	-4.2%
CC(=O)Nc1ccccc1OCc1nnc(-c2ccc(Cl)cc2)o1	-2.7%	i	-2.6%	?	-2.4	-1.3%	6.1%	-8.0%	13.8%
COc1cc([N+](=O)[O-])c2nc(C=NNC(N)=S)ccc2c1	0.2%	i	?	-10.3%	-2.6	/	21.9%	3.4%	?
CCOc1ccccc1Nc1ccc2nonc2c1[N+](=O)[O-]	10.4%	i	1.4%	1.1%	-1.8	2.4%	-0.2%	-6.3%	-10.7%
CC(c1nnnn1C(C)(C)C)N(Cc1cccnc1)Cc1ccccc1Cl (stereo not given)	10.3%	i	3.0%	2.0%	-0.8	1.1%	2.9%	-2.7%	0.1%
CCOc1ccc2nc(N3CCC(C(=O)N4CCN(c5ncccn5)CC4)CC3)sc2c1	6.6%	i	-13.2%	-19.4%	-11.6	-1.5%	0.9%	1.9%	-6.0%
CCC(C)(C(=O)NC1CCCC1)N(C(=O)Cc1cccs1)c1c(C)n(C)n(-c2ccccc2)c1=O (stereo not given)	1.0%	i	1.6%	?	2.3	-1.1%	-0.8%	7.0%	1.3%
COc1ccc(N2CCN(C(=O)C3COc4ccccc4O3)CC2)cc1 (stereo not given)	-1.3%	i	-13.8%	5.8%	0.2	-0.4%	-0.9%	-4.7%	-3.1%
CC(C)[C@H](NC(=O)c1ccccc1)C(=O)Nc1cccc(S(=O)(=O)N2CCOCC2)c1	-4.2%	i	-8.1%	-14.9%	-6.3	-1.6%	0.1%	-2.0%	1.1%
CCOC(=O)c1c(C)oc2nc(C)nc(NCc3ccccc3OCC)c12	/	/	17.2%	?	/	/	-0.5%	/	18.1%
COc1ccc(/C=C(\C#N)c2cc(OC)c(OC)cc2[N+](=O)[O-])cc1	17.9%	i	10.3%	-5.1%	-0.2	-6.3%	-0.4%	?	0.6%
COc1cc(CNc2ccccc2)c([N+](=O)[O-])cc1OC	2.4%	i	10.4%	?	2.0	-1.5%	0.1%	2.0%	-1.7%
Cc1cc(Nc2ncc(Cl)cc2Cl)n(-c2ccccc2)n1	13.1%	i	15.0%	1.8%	0.9	-0.2%	-0.3%	-27.5%	0.0%
CC(C)NC(=O)c1ccc2c(c1)nnn2C	1.4%	i	-4.0%	-11.3%	-6.8	-0.7%	-0.2%	-1.8%	-3.0%
CC1CC1C(=O)N1CCN(S(=O)(=O)c2cccc(F)c2)CC1 (stereo not given)	-7.2%	i	-4.0%	9.8%	-1.8	3.3%	-0.7%	2.3%	-5.3%
O=C1CSc2ccccc2N1Cc1ccccc1F	12.5%	i	0.0%	/	-2.8	?	0.2%	-4.1%	-4.6%
Cc1ccc(S(=O)(=O)N(C)C)cc1NC(=S)Nc1ccc2[nH]c(=O)[nH]c2c1	6.4%	i	-5.7%	10.6%	-8.5	0.1%	-1.7%	0.6%	2.5%
Cc1cc(NC(=O)CSc2nnc(-c3cccc(F)c3)n2N)no1	4.4%	i	-5.2%	3.5%	0.8	-2.6%	0.6%	0.1%	0.2%
